LYP inhibition = inhibition of human PTPN22 tyrosine phosphatase – biochemical, DiFMUP fluorescence, recombinant catalytic domain, 10 µM, primary screen (AID 606) | recombinant LYP catalytic domain, DiFMUP fluorescence; higher % means a stronger effect | 52,000 tested, under 10 active | inhibition, % at 10 µM; hits with a dose series show IC50 in µM;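 active = IC50 under 40 µM in the dose-response test; inactive = IC50 of 40 µM or more, or never dose-tested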
HPDE-C7 viability = cytotoxicity in HPDE-C7 cells, cell-based, fluorescence, HTS (AID 430); hit rate 1.8% among 63,000; HPDE-C7 pancreatic duct cells viability, fluorescence; higher % means a stronger effect; one-dose cytotoxicity, % at 10 µM; EC50 in µM for titrated hits;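 also: cells exposed to compound for 48 hours before viability readout; 0% = vehicle and 100% = reference cytotoxic drug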
PMK inhibit = blocks S. pneumoniae phosphomevalonate kinase. AID 539. inhibition, % at 10 µM. hit rate 0.49% among 65,000. purified PMK, PK/LDH-coupled NADH absorbance 340 nm;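 active = top-ranked compounds by inhibition in the single 10 µM screen, taking a fixed number of the strongest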;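 also: 0% = full reaction with DMSO carrier and 100% = background rate without enzyme reaction; no value below 0 was filed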
Spn MK inh = inhibitors of Streptococcus pneumoniae mevalonate kinase | AID 555 | inhibition, % at 10 µM | purified MK, PK/LDH-coupled NADH absorbance 340 nm | hit rate 0.48% among 65,000;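 active = ranked among the strongest by inhibition in the single 10 µM screen, a fixed top-ranked set picked for dose follow-up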; also: no value below 0 was filed
DPM-DC inhibit = inhibitors of Streptococcus pneumoniae diphosphomevalonate decarboxylase | purified DPM-DC, PK/LDH coupled NADH fluorescence | calls only at 10 µM | hit rate 0.49% among 65,000;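 active = the 320 compounds with the highest percent inhibition in the single-dose primary screen, excluding strongly autofluorescent ones, cut at about 32% in these data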;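 also: kinetic rate of NADH fluorescence loss reporting ADP formed by the decarboxylase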
Bfl-1 inhibitors = Bfl-1 inhibitors, primary screen, biochemical, fluorescence polarization, FITC-Bid, mouse (AID 432). FITC-Bid BH3 peptide fluorescence polarization displacement; higher % means a stronger effect. displacement, % at 20 µM, or IC50 in µM where a hit was titrated. hit rate 0.02% among 64,000; in the data active = a potency from the dose series; inactive = the rest, 99 in 100 with displacement below about 15%; also: strong numbers were not always called active
HT1080 cytotoxicity = cytotoxicity in HT1080 fibrosarcoma cells, cell-based, fluorescence readout (AID 620); HT1080 viability, fluorescence; higher % means a stronger effect; one-dose cytotoxicity, % at 10 µM; EC50 in µM for titrated hits; hit rate 0.42% among 87,000;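 also: cells exposed to compound overnight then 4 h with Alamar Blue; 0% = vehicle DMSO and 100% = killing control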
TNAP inhibition = inhibition of tissue-nonspecific alkaline phosphatase – biochemical, luminescent (AID 518); purified TNAP enzyme, luminescent substrate readout; higher % means a stronger effect; inhibition, % at 20 µM; hits with a dose series show IC50 in µM; hit rate 0.09% among 64,000; in the data active = a potency from the dose series; inactive = the rest, 99 in 100 with inhibition below about 22%;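 also: plate controls were vehicle for no effect and reference inhibitor for full effect; many of its hits are not listed in these tables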
KRASV12 cytotoxicity = viability loss of HPDE-C7K cells – cell-based, fluorescence, HTS, primary screen (AID 431). one-dose cytotoxicity, % at 10 µM; EC50 in µM for titrated hits. HPDE-C7K KRASV12 cells, Alamar Blue viability, 48 h; higher % means a stronger effect. hit rate 1.7% among 63,000;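 active = compounds whose percent cytotoxicity in the single-dose primary screen, scaled between solvent and toxic-drug controls, exceeds 50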;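 also: 0% = DMSO solvent wells and 100% = doxorubicin-treated wells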
PMK inhibit pilot replicates = second read-out of PMK inhibit, no call of its own (marks repeat the call); inhibition, %; measured here: pilot screen replicates
Spn MK inh pilot replicates = second read-out of Spn MK inh, no call of its own (marks repeat the call); inhibition, %; measured here: pilot screen replicates
DPM-DC inhibit pilot screen % = further read-out of DPM-DC inhibit, marked with its call; inhibition, %; measured here: pilot screen trials
* hit, by the source's call; i = inactive; · = not tested or not shown; & = joins results of further samples. Rule as the data show it, unless noted: active = cytotoxicity above about 50%; inactive = the rest.

SMILES	LYP inhibition	HPDE-C7 viability	PMK inhibit	Spn MK inh	DPM-DC inhibit	Bfl-1 inhibitors	HT1080 cytotoxicity	TNAP inhibition	KRASV12 cytotoxicity	others
CC1(C)CC(=O)C2=C(C1)OC(/N=C/N1CCOCC1)=C(C#N)C2c1ccccc1 (centres undefined)	6%	0%	4	2	i	-7%	-13%	8%	-6%
O=C(CCSc1ccc(F)cc1)Nc1ccc(-n2cnnn2)cc1	·	-13%	0	4	i	-4%	-6%	10%	-8%
CCn1c(=O)c(C(=O)Nc2cccnc2)c(O)c2ccccc21	4%	16%	10	4	i	7%	3%	9%	12%	PMK inhibit pilot replicates=5.0;Spn MK inh pilot replicates=1.0;DPM-DC inhibit pilot screen %=1.5
CCC(=O)Nc1ccc(N2CCN(Cc3ccccc3F)CC2)cc1	4%	-14%	0	6	i	-2%	0%	11%	4%
CN1C(=O)c2ccc(C(=O)NC3CCCCC3)cc2C1=O	8%	6%	2	5	i	11%	-3%	8%	8%
O=C(C1CCC1)N1CCc2cc(S(=O)(=O)NCc3ccco3)ccc21	0%	-8%	8	7	i	-6%	9%	8%	-5%
CC1CCCCN1C(=O)CSc1nc2cc3c(cc2c(=O)n1Cc1ccc2c(c1)OCO2)OCO3 (centres undefined)	8%	0%	10	0	i	-5%	1%	9%	-5%
COc1ccc(CCNC(=O)Cn2cnc3c2c(=O)n(C)c(=O)n3C)cc1OC	7%	-2%	2	·	i	7%	6%	9%	0%
Cc1cc(C(=O)NC2CCCC2)on1	-1%	-12%	4	0	i	3%	-4%	-19%	0%
O=C(CSc1nnnn1C1CCCCC1)NCc1ccc2c(c1)OCO2	·	3%	10	9	i	2%	2%	-2%	2%
CCCCCn1c(SCCC(C)C)nc2c1c(=O)[nH]c(=O)n2C	·	-20%	12	1	i	9%	-16%	3%	-8%
COc1cc2c(cc1OC)C1(CCCC1)C(N)=C2C#N	-35%	41%	3	0	i	2%	5%	8%	37%

5 compounds drawn at random from the list so far:
SMILES	LYP inhibition	HPDE-C7 viability	PMK inhibit	Spn MK inh	DPM-DC inhibit	Bfl-1 inhibitors	HT1080 cytotoxicity	TNAP inhibition	KRASV12 cytotoxicity	others
O=C(CSc1nnnn1C1CCCCC1)NCc1ccc2c(c1)OCO2	·	3%	10	9	i	2%	2%	-2%	2%
Cc1cc(C(=O)NC2CCCC2)on1	-1%	-12%	4	0	i	3%	-4%	-19%	0%
CC1CCCCN1C(=O)CSc1nc2cc3c(cc2c(=O)n1Cc1ccc2c(c1)OCO2)OCO3 (centres undefined)	8%	0%	10	0	i	-5%	1%	9%	-5%
CCC(=O)Nc1ccc(N2CCN(Cc3ccccc3F)CC2)cc1	4%	-14%	0	6	i	-2%	0%	11%	4%
CN1C(=O)c2ccc(C(=O)NC3CCCCC3)cc2C1=O	8%	6%	2	5	i	11%	-3%	8%	8%

The listing continues.
SMILES	LYP inhibition	HPDE-C7 viability	PMK inhibit	Spn MK inh	DPM-DC inhibit	Bfl-1 inhibitors	HT1080 cytotoxicity	TNAP inhibition	KRASV12 cytotoxicity	others
Clc1ccc(-n2ncc3c(NCc4cccs4)ncnc32)cc1	·	-4%	0	3	i	-4%	-6%	-7%	-13%
CCCn1c(SCC(N)=O)nnc1-c1ccco1	4%	-4%	16	10	i	-10%	-4%	-6%	-2%
COc1ccc(S(=O)(=O)NCC2CCC(C(=O)N3CCC4(CC3)OCCO4)CC2)cc1 (centres undefined)	3%	-4%	4	8	i	-5%	-6%	6%	0%
O=C(O)CCC(=O)NCCn1c(-c2ccccc2)csc1=Nc1ccccc1	2%	-3%	8	0	i	2%	6%	8%	4%
CS(=O)(=O)N1CCC(C(=O)Nc2cccc(C(F)(F)F)c2)CC1	8%	-12%	9	1	i	-1%	-1%	-2%	1%
CCCCOc1ccc(OCCNS(=O)(=O)N(C)C)cc1	11%	-7%	11	6	i	1%	0%	10%	4%
CCOC(=O)c1ccc2c(c1)n(CCO)c(C)[n+]2CC	·	-16%	16	8	i	0%	-4%	11%	-26%
CCN(CC)CCNC(=O)Cc1nn(CC)c(=O)c2ccccc12	19%	-5%	12	7	i	4%	-6%	4%	-7%
O=C(CCCn1c(=O)c2sccc2n(Cc2cc(=O)n3ccccc3n2)c1=O)NCc1ccco1	·	2%	1	2	i	-5%	·	16%	0%	PMK inhibit pilot replicates=0.0;Spn MK inh pilot replicates=2.5;DPM-DC inhibit pilot screen %=8.0
CC1CC(C)(C)NC(=S)S1 (centres undefined)	15%	4%	7	15	i	-10%	10%	8%	12%
CN1CCN(Cc2c(O)ccc3c2oc(=O)c2ccccc23)CC1	·	5%	6	7	i	-8%	6%	8%	11%
CCCS(=O)(=O)N1CCCC(C(=O)NCc2cccnc2)C1 (centres undefined)	21%	-12%	6	0	i	1%	-2%	-2%	-15%
CCOc1ccc(C2/C(=C(\O)c3ccc(OC)c(OC)c3)C(=O)C(=O)N2c2cc(C)on2)cc1OC (centres undefined)	7%	4%	13	8	i	-11%	-6%	12%	20%
CC(C)c1cc(C(N)=O)c(NC(=O)C2CCC2)s1	11%	-9%	7	7	i	-7%	-5%	11%	-1%
CCCn1cc(S(=O)(=O)CC(=O)Nc2ccc(OC)cc2OC)c2ccccc21	12%	·	4	4	i	·	4%	·	·
COCCNC(=O)c1ccc2c(c1)nc(C)n2-c1cccc(F)c1	·	-6%	18	0	i	-3%	2%	15%	5%	PMK inhibit pilot replicates=3.5;Spn MK inh pilot replicates=2.0;DPM-DC inhibit pilot screen %=4.0
Cn1cc(CC(=O)NCCCN2CCCC2=O)c2ccccc21	-1%	2%	15	13	i	2%	-5%	3%	-5%
O=C(c1ccco1)N1CCN(c2ncccn2)CC1	-3%	-12%	9	3	i	-1%	-1%	13%	3%
Cc1ccc(CC(=O)N2CCC(c3nc4c(nnn4Cc4ccccc4)c(=O)[nH]3)CC2)cc1	·	-6%	5	7	i	4%	-6%	1%	4%
CCOC(=O)c1c(C)oc2ccc(OCC(=O)C(C)(C)C)cc12	·	18%	2	0	i	2%	-9%	1%	22%
CCCOC(=O)Nc1nc2ccccc2o1	·	-8%	10	22	i	-8%	-11%	12%	0%
CCOC(=O)c1c(NC(=O)c2ccc(S(=O)(=O)N3CCOCC3)cc2)sc2c1CCN(C)C2	10%	-4%	22	0	i	-45%	21%	17%	-4%
CC1(C)Cc2nc3sc4c(=O)n(CC(=O)NCc5ccco5)cnc4c3cc2CO1	6%	15%	0	7	i	-10%	16%	6%	18%
COc1ccccc1NC(=O)CN1CCN(CC(=O)Nc2ccc3c(c2)OCCO3)CC1	3%	-20%	8	0	i	-8%	-2%	5%	-14%
CCN(c1cccc(C)c1)S(=O)(=O)c1ccc2[nH]c(=O)c(=O)[nH]c2c1	8%	4%	11	0	i	-2%	-10%	6%	3%	PMK inhibit pilot replicates=0.5;Spn MK inh pilot replicates=4.0;DPM-DC inhibit pilot screen %=0.0
CCN1CCCC(OC(=O)Nc2ccccc2)C1 (centres undefined)	3%	-19%	8	11	i	6%	24%	9%	-15%
CCOC(=O)N1CCN(S(=O)(=O)c2cccc3cccnc23)CC1	5%	4%	13	9	i	7%	0%	8%	10%
Cc1ccc2c(c1)c1ncn(CCC3=CCCCC3)c(=O)c1n2C	-8%	10%	0	2	i	-11%	-2%	10%	19%
CCCCCC1CCC(C(=O)O)CC1 (centres undefined)	·	-13%	8	0	i	-12%	-4%	2%	3%
CC1CCN(C(=O)CSc2nnc(-c3cccnc3)n2C2CCCCC2)CC1	1%	-16%	14	18	i	7%	11%	4%	-4%	PMK inhibit pilot replicates=3.5;Spn MK inh pilot replicates=4.5;DPM-DC inhibit pilot screen %=2.5
Cc1cc(N2CCCC(C(=O)Nc3ccc4c(c3)CCC4)C2)n2ncnc2n1 (centres undefined)	9%	8%	17	0	i	-8%	-4%	6%	-4%
COc1cc(OC)nc(NC(=O)CSc2nc3ccccc3[nH]2)n1	11%	-1%	3	12	i	-5%	-1%	8%	-5%
O=C(O)CCNc1nc(-c2ccccc2)nc2ccccc12	2%	5%	8	1	i	-4%	3%	14%	0%	PMK inhibit pilot replicates=4.0;Spn MK inh pilot replicates=7.0;DPM-DC inhibit pilot screen %=7.5
O=C(c1ccco1)N1CCN(CC(O)COc2ccc3oc4ccccc4c3c2)CC1 (centres undefined)	-7%	13%	12	3	i	-2%	-8%	12%	29%
O=C(c1cc2c(s1)CCC2)N1C(=O)c2ccccc2S1(=O)=O	·	-8%	12	0	i	7%	5%	4%	-7%
CCOC(=O)C1CCCN(C(=O)c2cncc(Br)c2)C1 (centres undefined)	2%	-11%	13	3	i	-6%	2%	5%	-3%
C=CCSc1nnc2c(n1)OC(c1cccnc1)N(C(C)=O)c1ccccc1-2 (centres undefined)	-1%	-12%	7	4	i	-11%	5%	-5%	-17%
Cc1ccc(S(=O)(=O)N(C)CC(=O)N2CCOCC2)cc1	15%	-7%	0	0	i	0%	-5%	4%	-13%
O=C(COC(=O)Cn1cnc2ccccc21)Nc1ccc2c(c1)OCCO2	·	0%	23	1	i	-6%	8%	3%	-9%
CCn1c(CNC(=O)c2ccc(OC)c(OC)c2)nnc1SCC(=O)c1ccc(OC)cc1	-5%	-6%	8	5	i	0%	10%	10%	-10%
O=C(CSC1=NCCS1)N1CCCCCC1	1%	-1%	20	0	i	-3%	-1%	6%	-1%
COc1ccc(C)cc1NC(=O)NCCC1=CCCCC1	12%	-18%	6	11	i	1%	0%	8%	-18%
COc1cc(C2C3CN(C)CC=C3C(C#N)=C(N)C2(C#N)C#N)ccc1OC(C)C (centres undefined)	-4%	-3%	7	8	i	4%	6%	0%	-8%
Cc1cc(C)nc(/N=C2\NC(=O)CC3C(=O)NCCN23)n1 (centres undefined)	1%	3%	7	7	i	-8%	-3%	1%	4%
Cc1ccc(-n2c(O)c(/C=N/n3cnnc3)c3ccccc3c2=O)cc1	·	-2%	0	3	·	-1%	5%&-4%	7%	2%
CCC1C(=O)N=C(SCC(=O)Nc2cccc3ccccc23)NC1=O (centres undefined)	·	-6%	3	0	i	3%	5%	13%	-2%	PMK inhibit pilot replicates=0.0;Spn MK inh pilot replicates=0.5;DPM-DC inhibit pilot screen %=2.5
Cc1[nH]c2ccccc2c1-c1nc2ccccc2[nH]1	9%	-2%	10	8	i	-4%	5%	12%	0%
COc1ccccc1NC(=O)c1ccccc1NS(=O)(=O)N1CCCC1	-9%	2%	5	3	i	-3%	3%	6%	-10%
O=C(C1CCCN(S(=O)(=O)c2cccc3nonc23)C1)N1CCC(Cc2ccccc2)CC1 (centres undefined)	·	-7%	18	1	i	-7%	·	8%	5%	PMK inhibit pilot replicates=5.5;Spn MK inh pilot replicates=0.0;DPM-DC inhibit pilot screen %=0.5
CCc1nc(SCC(=O)NCc2ccco2)c2c(=O)n(C)c(=O)n(C)c2n1	-1%	3%	1	4	i	2%	2%	9%	0%
COc1ccc(OC)c(S(=O)(=O)NCc2cn3c(C)csc3n2)c1	·	-5%	11	10	i	2%	-1%	6%	-6%

Screening results as filed in PubChem.
